# Compound activity from PubChem BioAssay.
# procasp3 activ: activates human procaspase-3. P42574. recombinant procaspase-3 D3A, Ac-DEVD-pNA absorbance 405 nm. activation, % at 8.5 µM. 330,000 compounds, 0.11% hits;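 active means activation above the mean of all tested compounds plus 3 SD, cut at about 21% in these data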;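 further: 0% = DMSO alone and 100% = DMSO wells spiked with extra 5 µM PC-3 D3A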
# Target sequence (P42574 whole entry D9A/D28A/D175A): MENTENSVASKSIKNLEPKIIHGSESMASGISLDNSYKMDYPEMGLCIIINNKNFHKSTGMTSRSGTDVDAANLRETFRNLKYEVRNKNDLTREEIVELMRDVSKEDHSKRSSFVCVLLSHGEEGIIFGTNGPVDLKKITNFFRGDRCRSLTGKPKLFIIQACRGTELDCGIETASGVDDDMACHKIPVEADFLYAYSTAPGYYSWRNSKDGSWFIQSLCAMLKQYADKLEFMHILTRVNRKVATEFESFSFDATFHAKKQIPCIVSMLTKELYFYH
#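 Assay system – Procaspase-3 D3A mutant, all three cleavage aspartates alanine · Controls – DMSO-only low control, 5 µM PC-3 D3A high control · Schedule – 1 h compound preincubation, 2 h substrate hydrolysis at 25 °C · Signal – 405 nm absorbance of p-nitroaniline, reads at 0 and 120 min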
# PP1 counter: counter-screen for PP5 inhibitors: inhibitors of human PP1-alpha | 320,000 compounds, 0.9% hits | inhibition, % at 6.7 µM | P62136 | purified PP1alpha, OMFP fluorescence;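 active means inhibition above the mean inhibition of all tested compounds plus 3 SD, computed separately for each screening campaign, cut at about 15% in these data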
# Target sequence (P62136 whole entry, looked up): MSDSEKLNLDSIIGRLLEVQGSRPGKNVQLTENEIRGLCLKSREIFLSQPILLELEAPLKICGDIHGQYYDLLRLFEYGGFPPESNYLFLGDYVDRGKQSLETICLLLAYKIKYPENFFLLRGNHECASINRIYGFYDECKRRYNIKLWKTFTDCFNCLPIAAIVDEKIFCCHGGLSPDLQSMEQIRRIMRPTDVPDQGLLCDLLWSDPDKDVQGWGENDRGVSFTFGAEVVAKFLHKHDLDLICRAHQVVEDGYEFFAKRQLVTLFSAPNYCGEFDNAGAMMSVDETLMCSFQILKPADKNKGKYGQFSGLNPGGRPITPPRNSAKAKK
# AHR act: activators of human aryl hydrocarbon receptor; AHR-responsive luciferase reporter cells, luminescence; activation, % at 5 µM; AID 2796; P35869; 320,000 compounds, 2.5% hits; in the data active means activation above about 47%;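 further: 0% = vehicle wells and 100% = reference agonist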
# proCasp7 act: counter-screen for procaspase-3 activators: activators of human procaspase-7 | recombinant procaspase-7, Ac-DEVD-pNA absorbance 405 nm; D23A/D198A/D206A triple mutant, cannot self-cleave; scale: DMSO 0, 5 µM enzyme 100 | activation, % at 8.5 µM | 330,000 compounds, 0.093% hits;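 active means percent activation above the screen-wide mean plus 3 SD, cut at about 25% in these data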
# Target sequence (P55210 whole entry D23A/D198A/D206A): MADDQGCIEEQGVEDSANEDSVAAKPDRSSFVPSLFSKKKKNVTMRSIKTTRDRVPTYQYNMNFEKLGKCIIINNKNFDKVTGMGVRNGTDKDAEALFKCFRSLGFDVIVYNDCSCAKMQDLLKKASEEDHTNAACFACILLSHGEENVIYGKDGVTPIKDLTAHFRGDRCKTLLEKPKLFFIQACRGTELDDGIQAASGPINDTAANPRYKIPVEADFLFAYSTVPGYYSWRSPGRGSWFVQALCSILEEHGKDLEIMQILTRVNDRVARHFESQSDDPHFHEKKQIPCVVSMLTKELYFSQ
#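 Assay system: Uncleavable procaspase-7 mutant enzyme / Input: 2 µM procaspase-7 mutant as dispensed / Dosing: single nominal 8.5 µM compound dose, 0.8% DMSO final / Timing: 1 h enzyme–compound preincubation and 2 h substrate reaction, both 25 °C / Detection: p-Nitroaniline absorbance at 405 nm, read at 0 and 120 min / Replication: singlicate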
# PAFAH2 inh: inhibitors of human PAFAH2; inhibition, % at 3.39 µM; 340,000 compounds, 0.99% hits; recombinant PAFAH2, FP-rhodamine activity probe, fluorescence polarization; AID 492956;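 active means inhibition above the mean over all tested compounds plus 3 SD, cut at about 30% in these data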;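 further: inhibitors block probe labeling of enzyme so polarization drops; 0% = enzyme with DMSO and 100% = wells lacking PAFAH2 protein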
# Fh CTSL1 inh: blocks F. hepatica cathepsin L1 in PFM18AAP counter-screen; AID 1906; 300,000 compounds, 0.49% hits; inhibition, % at 5.96 µM; recombinant F. hepatica cathepsin L1, Z-Leu-Arg-MCA fluorescence;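 active means inhibition above the mean of all tested compounds plus 3 SD, set per screening campaign, cut at about 17% in these data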;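 further: 0% = plate median of test compound wells and 100% = 1 µM Z-Phe-Ala-diazomethylketone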
# TPT1 inhibitor: inhibitors of Candida albicans tRNA 2'-phosphotransferase TPT1. inhibition, % at 5 µM. recombinant caTPT1, FP RNA substrate dephosphorylation. 300,000 compounds, 0.81% hits. AID 1962;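 active means inhibition above the mean of all tested compounds plus 3 SD, set per screening campaign, cut at about 24% in these data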;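 further: plate controls were DMSO alone for no effect and ferristatin control at 100 nM for full effect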
# PP5 inh: blocks human protein phosphatase 5 activity. P53041. purified PP5c, OMFP substrate fluorescence. inhibition, % at 6.7 µM. 320,000 compounds, 0.18% hits. AID 1987;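 active means inhibition above the campaign's mean inhibition across all tested compounds plus 3 SD, cut at about 9.5% in these data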;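 further: 0% = DMSO only and 100% = 100 µM cantharidin control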
# HCV core dimer: blocks dimerization of HCV core protein. TR-FRET GST/Flag-core106 dimerization, 1536-well. inhibition, % at 5 µM. 300,000 compounds, 0.33% hits;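 active means inhibition above the mean of all tested compounds plus 3 SD, set per screening campaign, cut at about 45% in these data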
#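 System: GST/Flag-tagged HCV core106 proteins. Incubation: compound-protein-antibody incubation 4 h at 22.5 °C. Technique: HTRF with 340 nm excitation, 617/671 nm emission. Medium: KF-containing HEPES buffer, pH 7.45, DTT, CHAPS, BSA. Read-out: inhibition (%) from 671 over 617 nm ratio. Also added: Eu(K)-anti-GST 90 ng/mL plus XL665-anti-Flag 1 µg/mL.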
# Active calls of the source: *; x = no result given.
smiles,procasp3 activ,PP1 counter,AHR act,proCasp7 act,PAFAH2 inh,Fh CTSL1 inh,TPT1 inhibitor,PP5 inh,HCV core dimer
C=CCn1c(SCC(=O)NC2CCS(=O)(=O)C2)nnc1-c1ccncc1 (stereo not drawn),3,-5,3,2,-2,-4,-2,-2.6,-3
COc1cccc(N2CC(C(=O)Nc3nnc(SCC(=O)N4CCCC4)s3)CC2=O)c1 (stereo not drawn),-4,-3,-1,-2,0,3,-3,-2.5,8
C/C(=N\NC(=O)c1cccc(S(=O)(=O)N2CCOCC2)c1)c1ccc(C#N)cc1,1,-4,2,-2,0,3,-1,1.9,0
COc1ccc(NC(C(=O)Nc2cccc(C(C)=O)c2)c2ccccc2)cc1 (stereo not drawn),2,-2,7,-9,5,0,2,1.2,21
Cc1cccc(NC(=O)N2CCCC2C(=O)NCc2cccs2)c1 (stereo not drawn),1,-4,1,5,-3,1,5,3.1,-5
CCOc1ccccc1OCCC(=O)Nc1ccc(F)c(Cl)c1,6,3,4,2,-2,-1,-2,0.5,2
COc1ccccc1N1CCN(S(=O)(=O)CCNC(=O)c2ccc(OC(C)C)cc2)CC1,5,3,0,9,5,0,4,2.6,6
COc1cccc(NC(=O)CN(C)C(C)C(=O)Nc2ccc(S(=O)(=O)N3CCOCC3)cc2)c1 (stereo not drawn),7,-3,4,-3,-7,-4,1,1.4,2
Cc1ccc(N2CCN(c3cc(C)nc4nc(C)nn34)CC2)c(C)c1,7,-2,-8,0,5,0,1,1.4,5
CC1CCCC(NC(=O)C2N(CCCN3CCCC3)C(=O)C3C(C(=O)Nc4cccc(Cl)c4)C4C=CC32O4)C1C (stereo not drawn),-8,-1,37,-5,-3,0,6,3.8,-4
CCOC(=O)c1c(N)c2cc([N+](=O)[O-])cnc2n1C,-7,-3,8,-8,x,3,-4,0.2,-23
CC(OC(=O)c1ccc2ccccc2n1)C(=O)Nc1ccc(N2CCOCC2)cc1 (stereo not drawn),12,0,16,1,9,-1,-2,1.5,6
Cc1ccc(CNC(=O)Nc2ccc(C)cc2)cc1,2,2,5,11,-2,-1,0,0.9,-1
COc1ccc(C(=O)NCCn2cc(SCC(=O)N3CCOCC3)c3ccccc32)cc1,-3,-4,4,7,-12,-5,0,-0.9,-6
O=C(OCCN1CCN(c2ncc(C(F)(F)F)cc2Cl)CC1)c1ccc(Cl)cc1,-1,-3,1,7,-3,0,6,1.3,1
Cc1ccc(C(=O)NNC(=O)c2ccc(Br)s2)cc1S(=O)(=O)N1CCOCC1,-6,3,1,7,39*,x,x,1.4,x
CCN(C(=O)COC(=O)c1cc([N+](=O)[O-])ccc1N1CCOCC1)c1ccccc1,-8,-8,0,-17,-1,x,x,-0.4,x
COc1ccc2c(c1)CCCC21NC(=O)N(CC(=O)c2cc(F)ccc2F)C1=O (stereo not drawn),8,2,-1,6,7,x,x,1.6,x
Cc1ccc(NC(=O)C=NOCC(=O)Nc2cc(C)cc(C)c2)cc1,6,x,17,10,-1,x,x,x,x
O=C(c1cccc(S(=O)(=O)N2CCCC2)c1)N1CCCc2ccccc21,1,2,1,0,-2,-3,-2,-0.8,1
Cc1ccc(NS(=O)(=O)c2ccc(CCC(=O)N3CCOCC3)cc2)cc1,0,-5,3,7,6,-3,0,2.2,2
Cc1ccc(N(CC(=O)NC2CCCCC2)C(=O)CNC(=O)c2ccco2)cc1C,-1,0,0,1,2,0,-2,0.6,0
CCn1c(=S)[nH]c2cc(C(=O)O)ccc21,7,-2,-1,-5,x,2,-3,-4.5,1
Cc1cc(Cl)ccc1OCCCC(=O)NNC(=O)c1ccccc1O,-2,-4,17,6,2,-5,-3,-1.3,-9
C/C(Cl)=C/Cn1c(SC(C)C)nc2c1c(=O)[nH]c(=O)n2C,-1,0,5,-12,-2,0,-3,2.0,0
O=c1ccc(-c2ccccc2)n[nH]1,0,-4,-4,-8,6,1,5,-0.6,-3
Cc1c(-c2ccccc2)oc2c(C(=O)N3CCN(c4ccc([N+](=O)[O-])cc4)CC3)cccc2c1=O,-12,2,-1,10,-4,6,-3,4.7,13
O=C(CNC(=O)c1ccc(Br)o1)Nc1ccncc1,1,1,3,7,10,12,-2,0.1,2
C=CCc1c(C)nc(C)nc1N/N=C/c1ccccc1O,-7,-1,43,-12,3,-2,14,4.1,-3
COc1ccc(OCCCn2ccnc2)cc1,-1,5,4,11,5,6,-2,4.5,-3
O=C1CCN(Cc2ccccc2)C=C1c1ccc(Br)cc1,2,x,-1,9,10,x,x,x,x
CCOC(=O)CN1C(=O)/C(=C2\SC(=S)N(NC(=O)c3cccnc3)C2=O)c2ccccc21,-15,0,2,-9,5,-1,-2,3.1,3
CCOc1ccc(-c2nnc3sc(COc4ccc(Cl)cc4)nn23)cc1,-1,0,2,-2,0,5,2,0.9,12
C=C(C)c1cccc(C(C)(C)NC(=O)Nc2cc(C)ccc2OC)c1,2,4,-1,-11,3,2,-2,1.3,0
CC(C)(C)C(=O)N1CCN(c2ccc([N+](=O)[O-])c(-n3nc(-c4ccccc4)c4ccccc4c3=O)c2)CC1,-4,22*,5,0,-6,-2,-1,3.3,26
Cc1ccc(S(=O)(=O)C2(C(=O)Nc3cccc(F)c3)CC2)cc1,-2,5,4,-6,3,2,0,0.3,-21
CC(O)CNc1nc2c(c(=O)n(C)c(=O)n2C)n1C/C=C/c1ccccc1 (stereo not drawn),2,2,-2,1,0,2,-1,3.1,-3
Cc1cccc(Cn2c(=O)c3c(nc4n3CCN4Cc3ccco3)n(C)c2=O)c1,-1,-2,2,-5,14,-1,-2,3.2,4
COc1ccc(CCNC2CC(C)N(C)CC2C)cc1OC (stereo not drawn),7,3,2,-6,3,2,-4,0.7,2
O=S(=O)(c1c(F)cccc1F)N1CCCC2CCCCC21 (stereo not drawn),1,-2,0,4,15,x,x,2.1,x
c1cn(-c2ccc(-c3ccnc4ncnn34)cc2)cn1,1,-1,28,14,3,1,-1,2.5,-4
O=C(CN1CCN(Cc2ccccc2)CC1)Nc1nnc(C(F)(F)F)s1,0,0,3,4,-8,2,4,0.6,-1
Cc1ccc(-c2nc(CS(=O)CC(=O)NCCC(C)C)c(C)o2)cc1 (stereo not drawn),3,-3,3,-3,3,-3,-6,1.9,-2
COc1ccc(NC(=O)CN(C)Cc2cccs2)cc1Cl,4,2,8,0,-8,-1,-5,1.3,-15
CCN(CC(=O)Nc1cc(Cl)ccc1C)C(=O)C1CC(=O)N(Cc2ccccc2)C1 (stereo not drawn),13,-8,3,-5,4,-3,0,-1.5,0
CC(C)c1c(C(=O)N/N=C/c2ccccc2C(=O)O)nnn1-c1nonc1N,0,-2,-1,6,6,3,1,0.3,-13
Cc1ccc(SCCNC(=S)Nc2ccc(C)c(C)c2)cc1,-1,5,2,-7,-15,2,0,5.3,4
C=C(C)C(=O)Nc1cccnc1Oc1ccc(F)cc1F,-11,-7,-1,7,2,2,-2,1.6,1
CCC(C)(C)C(=O)Nc1nnc(CCc2ccccc2)s1,2,5,6,11,-4,0,0,0.8,7
COc1ccccc1-n1c(SCC(=O)Nc2ccc(F)cc2)nc2c(c1=O)SCC2,-2,-2,3,0,9,-2,0,-0.3,11

# Next compounds
smiles,procasp3 activ,PP1 counter,AHR act,proCasp7 act,PAFAH2 inh,Fh CTSL1 inh,TPT1 inhibitor,PP5 inh,HCV core dimer
CCCCCCCCCCNC(=O)C(=O)Nc1ccccn1,-4,-3,9,6,-9,-4,-3,4.2,-2
S=C(c1c[nH]c2ccccc12)N1CCCC1,0,1,1,6,-1,-6,0,0.0,-4
Cc1ccc2nc(S(=O)(=O)O)[nH]c2c1,8,-6,0,-4,-6,1,-3,2.9,-1
CCCC(=O)Nc1ccc2oc(-c3cncc(Br)c3)nc2c1,8,5,-2,-1,0,1,-4,-0.5,1
CC(NC(=O)COC(=O)/C=C/c1ccc([N+](=O)[O-])cc1)c1ccccc1 (stereo not drawn),9,0,-2,9,12,-3,-2,3.4,-14
COc1ccc(C(=O)NC2(C(F)(F)F)C(=O)Nc3c2c(=O)[nH]c(=O)n3CCc2ccc(OC)c(OC)c2)cc1 (stereo not drawn),2,0,-2,6,4,-2,-1,-0.5,-7
CCNC(=S)N/N=C/c1ccc(OCC(=O)Nc2ccc(OC)cc2)c(OC)c1,4,-3,3,2,1,-9,0,2.0,0
CCOc1ccccc1CNC(=O)Cn1ccc2cc(S(=O)(=O)N3CCCC3)ccc21,4,3,2,7,-3,1,1,0.7,8
O=C(c1ccc(F)cc1)N(Cc1cccs1)C1CCS(=O)(=O)C1 (stereo not drawn),2,0,1,5,1,2,0,1.9,-1
C=CCn1c(SCC(=O)Nc2ccccc2)nnc1-c1cccc(S(=O)(=O)N2CCOCC2)c1,2,3,4,-10,5,-3,3,-0.9,-2
CCOc1ccc(OCCSc2nc3ccccc3c(=O)[nH]2)cc1,5,5,5,8,3,-2,2,3.1,15
O=C(NCCc1ccccc1F)/C(=C/c1cccnc1)NC(=O)c1ccccc1,-20,3,6,-18,2,1,1,4.2,10
COc1ccc(NC(=O)COC(=O)c2ccc(O)cc2)c([N+](=O)[O-])c1,3,-1,1,8,49*,3,0,0.9,3
O=C(Oc1ccc(-c2nc(-c3ccccn3)no2)cc1)c1ccccc1,3,0,2,11,-2,-4,-2,-1.4,11
O=C(Nn1cc(C(=O)N2CCN(c3ccccc3F)CC2)c2ccccc2c1=O)c1cnccn1,-1,5,22,9,1,0,-3,0.0,2
CNC(=S)N1CCC(NC(=O)C(Cc2ccccc2)NC(C)=O)CC1 (stereo not drawn),2,-4,-1,4,6,-1,-6,0.8,-6
CCN(CC)S(=O)(=O)c1ccc(/C=C/C(=O)OCC(=O)Nc2ccc(C(N)=O)cc2)cc1,-4,0,0,2,-7,-4,-1,0.0,-2
CC(=O)Nc1cc(S(=O)(=O)Nc2ccccc2C)c(C)cc1C,7,1,5,11,2,-5,-4,0.8,-4
CC1CC(O)(Cc2ccccc2)C(C)CN1C (stereo not drawn),-5,1,0,10,-8,-4,-3,1.2,-1

# Compound profiles (already shown):
# O=C(c1ccc(F)cc1)N(Cc1cccs1)C1CCS(=O)(=O)C1 (stereo not drawn) in the list: procasp3 activ = 2; PP1 counter = 0; AHR act = 1; proCasp7 act = 5; PAFAH2 inh = 1; Fh CTSL1 inh = 2; TPT1 inhibitor = 0; PP5 inh = 1.9; HCV core dimer = -1
# COc1ccc(NC(=O)COC(=O)c2ccc(O)cc2)c([N+](=O)[O-])c1 in the list: procasp3 activ = 3; PP1 counter = -1; AHR act = 1; proCasp7 act = 8; PAFAH2 inh = 49*; Fh CTSL1 inh = 3; TPT1 inhibitor = 0; PP5 inh = 0.9; HCV core dimer = 3
